High-throughput results from PubChem BioAssay.
HEK293 tox – qHTS of GLP-1 Receptor Inverse Agonists: Cytotox Screen; HEK293 cAMP-luciferase reporter cells, luminescence, 24 h; Potency, µM (doses to about 38.3 µM), inactives show top-dose activity change, negative = inhibition, usual class: inhibitors; 0.13% of 410,000 active; AID 624418, 2012;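 note: loss of luciferase light is scored as toxicity; potency is the fitted concentration of half-maximal effect; % is set by controls: 0 for no effect and ±100 for the full control effect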
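A 23 nL compound transfer followed 12 hours of cell culture at 37 deg C; exposure then lasted 24 hr. Luciferase assay detection reagent was dispensed and plates read for luminescence after a 12 min room-temperature wait.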
DRD3 agonist – qHTS of D3 Dopamine Receptor Agonist: qHTS. D3R DiscoveRx beta-arrestin cells, luminescence, 90 min. D(3) dopamine receptor (Homo sapiens), P35462. AID 652048, 2013. 0.58% of 410,000 active. max activation, %; in the data active = max activation above about 30%; note: 0% is about no effect; mostly tested at two doses, the higher about 12 µM
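Agonist-mode cell screen: cells plated at 1500/well and incubated overnight at 37 °C, then exposed to library compounds for 90 min at 37 °C. Detection reagent was added for 30–60 min at room temperature, and luminescence was read.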
GLP-1R inv ag – qHTS of GLP-1 Receptor Inverse Agonists (Inhibition Mode); HEK293 GLP-1R CRE-luciferase, luminescence, 24 h; GLP-1R form is constitutively active; Potency, µM (series often up to 38.3 µM), without a hit: at the top dose activity change, negative = inhibition, most hits filed as inhibitors; 1.6% of 410,000 active; AID 624417, 2012; note: potency is the fitted concentration of half-maximal effect; % is set by controls: 0 for no effect and ±100 for the full control effect; nearly all actives have a fitted effect of over 55% in size
Target sequence (P43220 whole entry, looked up): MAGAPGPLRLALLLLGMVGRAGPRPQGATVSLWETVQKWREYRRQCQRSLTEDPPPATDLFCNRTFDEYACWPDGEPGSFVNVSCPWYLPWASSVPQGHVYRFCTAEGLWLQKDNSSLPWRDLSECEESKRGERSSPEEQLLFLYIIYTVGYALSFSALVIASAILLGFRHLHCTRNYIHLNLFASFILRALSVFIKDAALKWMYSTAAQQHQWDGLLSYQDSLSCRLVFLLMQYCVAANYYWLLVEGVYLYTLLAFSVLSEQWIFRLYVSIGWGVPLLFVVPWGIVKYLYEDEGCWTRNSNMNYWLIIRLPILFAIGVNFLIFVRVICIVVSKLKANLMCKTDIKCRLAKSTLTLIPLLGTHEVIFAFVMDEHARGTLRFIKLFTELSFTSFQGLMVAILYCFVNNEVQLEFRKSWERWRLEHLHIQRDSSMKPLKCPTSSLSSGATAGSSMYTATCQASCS
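Stable HEK293 clone (constitutively active GLP-1R + cAMP-response luciferase); 200 cells/uL plated, 12 h pre-culture, compound 24 hr, 37 deg C/5% CO2; detection reagent 12 min RT; luminescence.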
KB-V1 cytotox – qHTS assay for MDR1-selective chemotherapeutics: Primary screen using the drug-selected MDR subline cells KB-V1; KB-V1 MDR cells viability, CellTiter-Glo, 72 h; Potency, µM (titrated, usually from 46.1 µM), for the others: top-dose activity change, negative = cytotoxicity, most hits filed as cytotoxic; 3.4% of 400,000 active; note: potency is the fitted concentration of half-maximal effect; % is set by controls: 0 for no effect and ±100 for the full control effect; nearly all actives have a fitted effect of over 60% in size
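Compound-treated KB-V1 multidrug-resistant cells, 72 h, 37 degrees C; viability by CellTiter-Glo. Fitted qHTS curves give the values.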
PTHR1 agonist – qHTS for PTHR1 Agonists: Primary Screen. Parathyroid hormone/parathyroid hormone-related peptide receptor (Homo sapiens), Q03431. HEK293 GP2 PTHR1 cells, GloSensor cAMP luminescence, 1 h. Potency, µM (series often up to 115 µM), for the others: top-dose activation, most hits filed as activators. 0.075% of 410,000 active. AID 743266, 2014; note: potency is the fitted concentration of half-maximal effect; nearly all actives have a fitted effect of over 55% in size; some results filed as inactive show a strong effect at the top dose; inactives centre near -15; many of its hits are not listed in these tables
Target sequence (Q03431 whole entry, looked up): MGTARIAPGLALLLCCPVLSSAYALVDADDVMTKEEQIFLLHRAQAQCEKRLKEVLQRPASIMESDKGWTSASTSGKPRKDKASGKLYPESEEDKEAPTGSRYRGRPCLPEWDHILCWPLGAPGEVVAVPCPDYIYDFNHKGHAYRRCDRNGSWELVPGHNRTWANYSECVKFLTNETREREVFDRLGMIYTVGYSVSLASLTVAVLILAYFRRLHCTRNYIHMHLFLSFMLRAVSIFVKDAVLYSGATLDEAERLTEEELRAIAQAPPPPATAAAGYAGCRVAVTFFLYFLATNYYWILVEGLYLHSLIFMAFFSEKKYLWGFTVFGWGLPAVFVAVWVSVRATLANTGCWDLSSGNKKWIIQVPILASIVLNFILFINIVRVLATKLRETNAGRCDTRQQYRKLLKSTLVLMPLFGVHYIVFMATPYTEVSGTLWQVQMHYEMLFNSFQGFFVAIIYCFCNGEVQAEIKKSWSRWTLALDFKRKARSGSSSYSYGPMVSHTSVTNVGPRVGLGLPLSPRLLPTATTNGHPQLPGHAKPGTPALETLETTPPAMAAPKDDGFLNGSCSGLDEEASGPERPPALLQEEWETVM
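HEK-293-derived GP2 cells expressing PTHR1 and a GloSensor cAMP reporter, 3,000/well, plated overnight, given luciferin plus IBMX (each 0.5 mM as added) for 1 h at 37 °C, then compound for 1 h at 37 °C. Luminescence was read after 15 min at room temperature.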
aSyn yeast inh – qHTS of alpha-syn Inhibitors; AID 652106, 2013; 0.14% of 370,000 active; Yeast expressing alpha-synuclein, growth rescue, BacTiter-Glo, 24 h; Potency, µM (series often up to 46.1 µM), inactives show top-dose growth rescue (activation), usual class: activators; note: potency is the fitted concentration of half-maximal effect; % of control where 0% means no effect; nearly all actives have a fitted effect of over 65% in size
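Rescue of yeast growth: cells expressing toxic alpha-synuclein, induced in galactose at OD600 0.02, incubated with compound 24 h at 30 C. ATP luminescence quantified growth; inhibitors of toxicity appear as activators.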
DRD3 antagonist – qHTS of D3 Dopamine Receptor Antagonist: qHTS | D(3) dopamine receptor (Homo sapiens), P35462 | D3R cells, DiscoveRx beta-arrestin luminescence, antagonist mode; active compounds read low | max response, negative = inhibition, % | 2.5% of 360,000 active | AID 652054, 2013; in the data active = max response below about -50%; inconclusive = no clear call, values can overlap the other calls; note: % is set by controls: 0 for no effect and ±100 for the full control effect; mostly tested at two doses, the higher about 12 µM
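Cells plated overnight at 1500 cells/well, then exposed to library compounds with dopamine controls for 90 minutes at 37 degrees C. DiscoveRx reagent added for 30–60 minutes at room temperature; luminescence read, quantitative HTS format.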
TDP43 rescue – qHTS of TDP-43 Inhibitors | TDP-43 expressing yeast growth rescue, BacTiter-Glo, 24 h | Potency, µM (highest dose often 46.1 µM), without a hit: top-dose growth rescue (activation), usual class: activators | 1.8% of 410,000 active | AID 652104, 2013; note: potency is the fitted concentration of half-maximal effect; % of control where 0% means no effect; nearly all actives have a fitted effect of over 50% in size
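Readout is BacTiter-Glo luminescence of cell growth, so inhibitors register as activators. TDP-43-expressing yeast at OD600=0.02 in galactose medium, after raffinose pregrowth to mid-log, were incubated with compound for 24 hr at 30 deg C.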
GLP-1R agonist – qHTS of GLP-1 Receptor Agonists | Glucagon-like peptide 1 receptor (Homo sapiens), P43220 | HEK293 GLP-1R CRE-luciferase, luminescence, 4-6 h; cells express a hypersensitive GLP-1R form | AID 624172, 2012 | 0.007% of 380,000 active | Potency, µM (titrated, usually from 45.6 µM), inactives show at the top dose activation, most hits filed as activators; note: potency is the fitted concentration of half-maximal effect; % of control where 0% means no effect
* = called active by the depositor; i = inactive; ? = inconclusive; · = no result given; [ ] = dose if it differs, or a comment. Unless noted, calls come from the whole dose curve; as a rule, active = well fitted curve in the direction sought with a large enough effect; inconclusive = small, poorly fitted or top-dose-only effect, or another doubt; inactive = no such curve, though single readings can be large; an effect the other way counts as inactive or inconclusive. Not all compounds are listed (hit frequency here may not be typical).

SMILES	HEK293 tox	DRD3 agonist	GLP-1R inv ag	KB-V1 cytotox	PTHR1 agonist	aSyn yeast inh	DRD3 antagonist	TDP43 rescue	GLP-1R agonist
Nc1ncnc(Nc2cc(C(F)(F)F)cc(C(F)(F)F)c2)n1	-3.3%	-7.6	-7.8%	-2.0%	-9.0%	-0.4%	18.2	17.0%	6.2%
Cc1ccc(CNS(=O)(=O)c2cc3c4c(c2)C(C)C(=O)N4CCC3)cc1 (stereo not drawn)	-4.8%	3.1	3.8%	1.0%	-22.6%	3.7%	38.4	11.0%	9.0%
O=C(c1ccco1)N1CCN(CC(=O)N2c3ccccc3CCc3ccccc32)CC1	-2.7%	2.6	0.0%	-2.8%	-0.1%	5.0%	-19.5	2.2%	0.2%
COc1cccc(NC(=S)N(CCC(C)C)C2CCN(C(C)=O)CC2)c1	2.5%	4.1	-13.0%	2.1%	-11.5%	-3.7%	10.0	6.4%	10.5%
Cc1ccc2scc(CN3CCCC3)c2c1	-4.6%	-15.3	-12.6%	0.0%	-12.4%	-5.5%	-0.8	-1.7%	-26.5%
O=C(NCCOc1ccccc1)c1ccccc1	3.6%	6.0	-4.3%	-1.2%	-23.3%[57.5 µM]	1.6%	24.6	-9.8%	-0.9%
COc1cc(/C=N/N=C2/NC(=O)C(c3ccccc3)S2)ccc1O (stereo not drawn)	1.3%[1.53 µM]	7.3	121.7%[activator]	-4.6%	-70.2%[inhibitor]	-12.3%	-2.1	-1.5%	6.2%
Nc1nonc1-n1nnc(C(=O)N/N=C/c2ccoc2)c1-c1ccccc1	-15.9%	-2.4	15.6%	8.0%	-24.0%	0.2%	0.4	4.1%	0.0%
COc1cccc(CNC(=O)C2CCN(S(=O)(=O)N3CCCC3)CC2)c1	-2.1%	9.5	7.3%	-24.3%	-0.3%	-1.0%	5.2	-15.5%	-2.1%
CCN(CC)c1ccc(NC(=O)COC(=O)C2CCN(c3ccc(C(F)(F)F)cn3)CC2)cc1	20.0%	-3.9	0.2%	4.1%	i	-4.2%	-0.2	7.9%	-13.2%
Cc1ccc(NC(=O)CCC(=O)NNC(=O)c2cccc([N+](=O)[O-])c2)cc1C	0.8%	4.5	5.3%	18.7%	i	-2.1%	-24.7	-19.2%	-17.0%
CCc1ccc(NC(=O)c2nn(-c3ccc(C)cc3)c(=O)n(C)c2=O)cc1	0.0%	-11.2	4.7%	12.9%	i	·	·	19.0%[9.22 µM]	·
CCSc1nnc(NC(=O)CSc2nc3c(cc2C#N)CCCC3)s1	293.3%[activator]	4.1	7.0%	6.7%	-4.6%	-7.1%	8.3	-10.4%	-0.3%
Cc1sc2ncnc(N(C)CCc3ccccn3)c2c1C	0.8%	-0.5	-4.3%	-17.2%	-6.8%	-10.5%	-9.4	16.2%	10.5%
CC(Nc1cc(N2CCNCC2)ccc1[N+](=O)[O-])c1ccccc1 (stereo not drawn)	-28.6%	-9.7	?	-1.4%	i	7.8%	-6.8	4.7%	-1.2%

Quoted from the listing:
DRD3 antagonist, `Cc1ccc(CNS(=O)(=O)c2cc3c4c(c2)C(C)C(=O)N4CCC3)cc1` (stereo not drawn) → 38.4
TDP43 rescue, `COc1cccc(NC(=S)N(CCC(C)C)C2CCN(C(C)=O)CC2)c1` → 6.4%
HEK293 tox, `Nc1ncnc(Nc2cc(C(F)(F)F)cc(C(F)(F)F)c2)n1` → -3.3%

(more compounds)
SMILES	HEK293 tox	DRD3 agonist	GLP-1R inv ag	KB-V1 cytotox	PTHR1 agonist	aSyn yeast inh	DRD3 antagonist	TDP43 rescue	GLP-1R agonist
CC1C(=O)C(C)C(c2ccc([N+](=O)[O-])cc2)NC1c1ccc([N+](=O)[O-])cc1 (stereo not drawn)	-7.2%	-7.0	-0.1%	?	i	-3.0%	-13.5	?	-0.1%
Cc1ccc(C(c2sc3nc(-c4ccco4)nn3c2O)N2CCCC2)cc1 (stereo not drawn)	2.5%	2.9	-20.3%	0.0%	i	·	·	27.2%	·
CCCSCCCNC(=O)Cn1c(=O)c2cccn2c2ccccc21	3.3%	-2.6	1.6%	5.0%	-13.6%	11.1%	0.2	23.0%	-2.4%
O=C(c1cccc(OC2CCN(Cc3ccc(F)cc3Cl)CC2)c1)N1CCCC1	-0.5%	-27.0	?	?	-68.5%[inhibitor]	-3.0%	0.0	3.8%	0.7%
CCc1nnc(NC(=O)CSc2nnc(-c3ccco3)n2CCOC)s1	-7.4%	5.9	1.1%	9.6%	i	0.7%	5.0	-8.3%	4.2%
Cc1ccc(-c2cn3cccnc3n2)cc1NC(=O)Cc1ccccc1	-19.7%	-17.4	1.4%	·	?	·	·	-29.1%	·
O=C(O)c1cccc(N2CCCC2=O)c1	10.4%	-28.3	0.0%	-10.2%	-18.1%	-2.1%	-11.7	-21.3%	-22.3%
Cn1c(=O)c2c(nc(N3CCOCC3)n2Cc2ccccc2F)n(C)c1=O	-5.9%	1.7	6.3%	13.6%	i	·	·	27.0%	0.3%
CN1CCN(CC(=O)Nc2c(C(=O)C3CC3)oc3ccccc23)CC1	-14.5%	-4.9	0.0%	0.0%	-14.2%	·	?	-11.4%	16.3%
O=C(O)c1ccc(N2C(=O)CC(Cc3ccccc3)C2=O)cc1 (stereo not drawn)	1.7%	-4.2	0.2%	0.2%	i	-3.5%	-24.0	-13.6%	-5.3%
COc1cc(NC(=O)COc2cc(O)c3c(c2)OC(C)(C)CC3=O)cc(OC)c1	-20.0%	-2.4	?	?	-34.1%[inhibitor]	7.4%	27.9	?	4.0%
O=C(N/N=C/c1ccc(O)c(O)c1O)/C(=C/c1ccc([N+](=O)[O-])cc1)NC(=O)c1ccccc1	-7.7%	-4.4	32.3%[activator]	-2.6%	-17.5%	-1.9%	0.0	-8.5%	-14.3%
C/C(=N\O)C(C)(C)Nc1ccc(Br)cc1	7.2%	-3.2	?	-1.0%	-9.2%	-5.7%	-7.8	1.5%	2.6%
O=C(NCCO)c1ccc(-c2nnc(Nc3ccc(OC(F)(F)Cl)cc3)c3ccccc23)cc1	-22.7%	-1.3	?	2.1%	-24.8%	·	·	-5.2%	-14.1%
O=C(C1CCN(C2CCN(C/C=C/c3ccccc3)CC2)CC1)N1CCOCC1	-8.8%	-4.4	?	-1.2%	-2.1%	0.1%	-1.2	·	7.1%
CCOC(=O)c1cc(-c2cccc(O)c2)oc1C	-4.4%	2.4	3.3%	0.0%	-50.7%[inhibitor]	-8.6%	5.1	?	14.2%
Cc1ccc(CN2CCN(C3CCN(S(=O)(=O)c4ccc(C)cc4)CC3)C(=O)C2=O)cc1	8.7%	4.0	-3.9%	0.0%	i	·	·	6.7%	·
CCOC(=O)C1=NOC(COc2ccccc2C=O)C1 (stereo not drawn)	-0.1%[7.66 µM]	1.3	14.6%[7.66 µM]	-4.2%	i	3.1%	2.1	16.0%[9.22 µM]	5.7%
Cc1ccc(N2CC(C(=O)OCC(=O)C(C)(C)C)CC2=O)cc1 (stereo not drawn)	2.9%	-5.0	-4.2%	0.0%	-3.6%[57.5 µM]	6.9%	3.4	0.0%	-9.9%
O=C1NC(=S)NC1(c1ccccc1)c1ccccc1	1.2%	0.7	-18.9%	3.4%	-22.5%	15.9%	-19.7	9.2%	-1.1%
CS(=O)(=O)N1CCN(c2ccccc2NC(=O)C(c2ccccc2)c2ccccc2)CC1	0.3%	21.1	-18.5%	1.0%	i	4.4%	7.8	-11.4%	0.9%
CCN(CC(=O)NCc1cccs1)C(=O)CN(C)S(=O)(=O)c1ccc(C)cc1	7.4%	-12.9	-8.1%	0.0%	i	0.4%	-17.0	1.7%	1.9%
C[C@]12CCC(O)CC1=CCC1C2CC[C@]2(C)/C(=N\NC(N)=S)CCC12 (stereo partly drawn)	-22.9%	-12.7	20.4%	-8.3%	i	3.2%	-23.4	24.7%	-0.2%
CCOc1ccc(NC(=O)COC(=O)c2ncc(Cl)c(Cl)c2Cl)cc1	-3.1%	2.2	19.0%	6.7%	i	-6.3%	8.2	2.2%	-7.0%
O=S(=O)(c1ccc2nc(-c3ccco3)c(-c3ccco3)nc2c1)N1CCOCC1	70.5%[activator]	1.1	15.3%	16.0%	-0.2%[57.5 µM]	2.1%	13.0	5.2%	26.4%
CC1CCCN(C(=O)COC(=O)Cc2ccc(Cl)cc2)C1 (stereo not drawn)	2.3%	-12.9	14.4%	5.1%	i	2.4%	7.2	-21.2%	-0.8%
COc1ccc(N(CC(=O)N2CCc3ccccc3C2)S(C)(=O)=O)cc1Cl	4.2%	2.1	0.2%	6.6%	-3.7%	10.5%	1.0	14.8%	-6.0%
CCOC(=O)c1c(C)[nH]c(CCC(=O)NCCCN2CCN(c3cc(Cl)ccc3C)CC2)c1C	-10.8%	-30.3	?	·	-28.5%	·	·	12.0%	·
Cc1ccc(S(=O)(=O)N(C)CC(=O)N(CC(C)C)C2CCS(=O)(=O)C2)cc1 (stereo not drawn)	-2.3%	16.4	25.8%	10.2%	-11.9%	1.6%	0.5	-3.2%	1.0%
O=C(CSc1nc2ccccc2[nH]1)NCc1ccc(F)cc1	-13.2%	-10.7	11.5%	-12.6%	-15.1%	1.2%	7.3	·	2.5%
CC(=O)Nc1ccc(-c2csc(NC(=O)CN3C(=O)NC4(CCCC4)C3=O)n2)cc1	5.4%	2.8	-1.9%	0.0%	-13.7%	-0.5%	1.4	12.9%	-5.8%
